BH1578 lux ind: induces V. cholerae light production without autoinducers; V. cholerae BH1578 lux reporter, luminescence, 6 h; activation, % at 18.7 µM; hit rate 0.16% among 350,000; in the data active = activation mostly above about 9.7%, no sharp cut-off; also: not every result past the cut was called active; inactives centre near 0; reference of the scale not given here
SARS 3CLpro inh: SARS-CoV 3CLpro protease inhibition; inhibition, % at 6 µM; P0C6X7; recombinant SARS-CoV 3CLpro, quenched FRET peptide cleavage; AID 1706; hit rate 0.14% among 290,000; in the data active = inhibition above about 12%
Anthrax LF inh2: anthrax lethal factor protease inhibition. AID 588501. multiplex microsphere protease cleavage assay, LF. inhibition, % at 10 µM. hit rate 0.12% among 360,000; also: plate controls were buffer without enzyme for full effect and enzyme alone for no effect
BoNT A protease: inhibitors of Botulinum neurotoxin A light chain protease. multiplex microsphere protease substrate cleavage, flow cytometry. inhibition, % at 10 µM. hit rate 0.17% among 360,000. AID 588499; also: plate controls were buffer without enzyme for full effect and enzyme alone for no effect
CCHFV vOTU inh: CCHFV vOTU protease inhibition; Pep-AMC fluorescence; inhibition, % at 11.5 µM; hit rate 0.55% among 370,000; in the data active = inhibition above about 30%; also: 0% = vehicle wells with enzyme and 100% = no enzyme wells
VHR inh abs: blocks human VHR1 dual specificity phosphatase | P51452 | recombinant VHR phosphatase, pNPP absorbance | inhibition, % at 13.3 µM | hit rate 0.52% among 290,000 | AID 1654; in the data active = inhibition above about 50%; also: some compounds called inactive have numbers as strong as hits
Y pestis TopoI: blocks Yersinia pestis topoisomerase I activity | activity, % at 10 µM | Y. pestis Topo-I cleavage product accumulation, plate reader | hit rate 0.064% among 360,000 | AID 504884; in the data active = activity above about 50%, passing the limit was not always enough; also: inactives centre near 2
SSB-PriA inh: blocks PriA binding to SSB C-terminal tail; AlphaScreen SSBct-PriA binding, biotinylated peptide; inhibition, % at 33 µM; hit rate 0.6% among 430,000; AID 1272365; in the data active = inhibition mostly above about 37%, no sharp cut-off; inactive = mostly below about 20%;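 also: plate controls were negative control peptide for no effect and reference peptide for full effect; strong numbers were not always called active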
PfHsp40 rescue: rescue of PfHsp40-mediated yeast toxicity; S. cerevisiae expressing PfHsp40, growth rescue, ATP luminescence; growth rescue, % at 12.5 µM; AID 504582; hit rate 0.68% among 340,000; in the data active = growth rescue above about 28%, passing the limit was not always enough;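 also: yeast W303a lacking pdr1 and pdr3 grown in galactose medium; growth measured after three days at 30 °C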
TcdB inh: inhibitors of Clostridioides difficile toxin B glycohydrolase; P18177; TcdB glycohydrolase enzymatic assay, plate reader; inhibition, % at 9.99 µM; hit rate 0.24% among 350,000; AID 652162; in the data active = inhibition above about 10%
Target sequence (P18177 whole entry, looked up): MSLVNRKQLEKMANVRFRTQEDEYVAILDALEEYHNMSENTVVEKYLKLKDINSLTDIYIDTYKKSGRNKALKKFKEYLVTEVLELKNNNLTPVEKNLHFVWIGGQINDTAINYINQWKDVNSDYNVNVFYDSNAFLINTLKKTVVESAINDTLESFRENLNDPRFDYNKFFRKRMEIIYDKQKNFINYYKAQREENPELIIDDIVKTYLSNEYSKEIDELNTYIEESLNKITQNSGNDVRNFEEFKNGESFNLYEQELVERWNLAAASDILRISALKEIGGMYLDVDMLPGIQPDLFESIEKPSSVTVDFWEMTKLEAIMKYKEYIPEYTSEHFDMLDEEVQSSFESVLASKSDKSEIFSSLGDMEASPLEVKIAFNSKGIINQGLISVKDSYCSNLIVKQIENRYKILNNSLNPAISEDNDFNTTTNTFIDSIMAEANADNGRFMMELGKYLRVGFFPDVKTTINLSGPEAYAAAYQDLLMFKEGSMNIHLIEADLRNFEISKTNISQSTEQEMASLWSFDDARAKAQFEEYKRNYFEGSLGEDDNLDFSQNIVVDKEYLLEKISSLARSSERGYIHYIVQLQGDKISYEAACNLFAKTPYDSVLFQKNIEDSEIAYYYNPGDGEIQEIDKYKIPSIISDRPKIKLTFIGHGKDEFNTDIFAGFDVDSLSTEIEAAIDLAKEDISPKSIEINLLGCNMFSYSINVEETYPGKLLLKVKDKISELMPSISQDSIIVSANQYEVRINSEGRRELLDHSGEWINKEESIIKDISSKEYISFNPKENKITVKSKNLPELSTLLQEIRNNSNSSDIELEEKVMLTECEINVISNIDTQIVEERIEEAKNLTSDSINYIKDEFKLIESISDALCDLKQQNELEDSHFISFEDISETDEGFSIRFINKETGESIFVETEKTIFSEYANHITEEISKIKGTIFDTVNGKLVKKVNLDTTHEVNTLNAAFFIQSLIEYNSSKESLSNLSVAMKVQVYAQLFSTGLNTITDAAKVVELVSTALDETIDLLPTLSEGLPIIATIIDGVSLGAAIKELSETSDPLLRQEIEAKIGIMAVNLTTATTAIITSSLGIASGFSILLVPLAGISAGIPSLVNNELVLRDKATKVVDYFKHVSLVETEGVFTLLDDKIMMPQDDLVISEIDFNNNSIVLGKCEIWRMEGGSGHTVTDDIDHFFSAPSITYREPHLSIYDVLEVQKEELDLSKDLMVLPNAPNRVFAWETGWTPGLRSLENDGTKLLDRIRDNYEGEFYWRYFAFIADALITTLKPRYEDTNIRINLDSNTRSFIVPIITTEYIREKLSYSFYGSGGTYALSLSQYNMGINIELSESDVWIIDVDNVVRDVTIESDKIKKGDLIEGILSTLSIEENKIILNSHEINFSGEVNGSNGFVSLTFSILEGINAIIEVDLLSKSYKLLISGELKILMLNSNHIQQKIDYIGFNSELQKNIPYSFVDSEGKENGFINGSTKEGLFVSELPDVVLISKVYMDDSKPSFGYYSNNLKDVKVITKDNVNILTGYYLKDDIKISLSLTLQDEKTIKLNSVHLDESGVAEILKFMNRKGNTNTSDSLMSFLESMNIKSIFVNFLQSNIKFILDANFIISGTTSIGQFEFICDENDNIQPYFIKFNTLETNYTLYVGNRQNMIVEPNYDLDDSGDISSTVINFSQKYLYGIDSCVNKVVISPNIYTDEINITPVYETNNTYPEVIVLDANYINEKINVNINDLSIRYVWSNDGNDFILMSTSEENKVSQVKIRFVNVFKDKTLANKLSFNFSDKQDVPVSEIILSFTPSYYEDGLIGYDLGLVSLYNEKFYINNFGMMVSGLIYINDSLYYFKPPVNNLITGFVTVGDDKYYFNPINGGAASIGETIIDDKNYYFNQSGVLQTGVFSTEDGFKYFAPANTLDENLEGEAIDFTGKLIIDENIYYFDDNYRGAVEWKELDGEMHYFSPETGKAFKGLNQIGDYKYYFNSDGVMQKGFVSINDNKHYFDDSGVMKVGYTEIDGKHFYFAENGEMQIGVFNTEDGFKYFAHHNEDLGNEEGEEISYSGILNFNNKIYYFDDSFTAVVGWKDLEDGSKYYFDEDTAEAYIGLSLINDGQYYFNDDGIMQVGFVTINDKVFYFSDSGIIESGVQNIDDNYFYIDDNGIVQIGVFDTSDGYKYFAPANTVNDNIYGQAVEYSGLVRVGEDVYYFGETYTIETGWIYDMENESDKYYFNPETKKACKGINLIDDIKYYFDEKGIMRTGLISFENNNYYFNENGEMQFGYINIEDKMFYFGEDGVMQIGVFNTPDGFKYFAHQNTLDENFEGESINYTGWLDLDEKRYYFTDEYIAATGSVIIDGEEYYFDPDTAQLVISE
* hit, by the source's call; i = inactive; x = no result given; & = joins results of further samples. Rule as the data show it, unless noted: active = inhibition above about 30%; inconclusive = no clear call, values can overlap the other calls; inactive = below that.

No.	Molecule	BH1578 lux ind	SARS 3CLpro inh	Anthrax LF inh2	BoNT A protease	CCHFV vOTU inh
1	CC(C)=C1C2C=CC1C(C(=O)Nc1cccc(C)c1)C2C(=O)O (stereo unspecified)	-0.4	-6	-2	0.7	-3
2	COc1ccc(-c2cn(CCC(=O)O)c(-c3ccc(Cl)nc3)n2)cc1	1.5	x	-5	-0.8	-4
3	CC(C)(C)N/C=C(\C#N)S(=O)(=O)c1ccc(Br)cc1	i	-3	x	x	-13
4	Cc1cccc(C(=O)Nc2nc(C)c(C(=O)Nc3ccc4c(c3)CCC4)s2)c1	-2.2	8	-1	0.4	8
5	CCN(C(=O)CSc1ncnc2sc(C)c(C)c12)C1CCS(=O)(=O)C1 (stereo unspecified)	-0.4	6	-2	-0.5	-10
6	Cc1ccc(C(=O)N/C(=C\c2ccco2)C(=O)NC2CCS(=O)(=O)C2)cc1 (stereo unspecified)	-0.3	0	-10	0.9	-13
7	CCOc1ccccc1Nc1nc(-c2sc(NC(=O)c3ccco3)nc2C)cs1	-0.4	2	-8	0.9	8
8	CC(C)(C)[C@H]1C=C(C(=O)NC2CC2)O[C@@H](OCCCCO)C1	i	-2	-8	-0.7	-10
9	COc1c(C)cc(C(O)c2ncc(-c3ccccc3C)[nH]2)cc1C (stereo unspecified)	-0.7	x	-6	-0.4	4
10	CNC(=O)c1ccccc1-c1cn(C)c2ccccc2c1=O	3.3	8	0	-0.6	-8
11	Cc1ccc(Cl)cc1N(CC(=O)NC(C)c1ccccc1)S(C)(=O)=O (stereo unspecified)	-0.2	1	-9	-1.0	-3
12	COc1ccccc1NC(=O)C(C)OC(=O)CN1C(=O)C2CC=CCC2C1=O (stereo unspecified)	-2.8	x	6	3.6	-2

No.	VHR inh abs	Y pestis TopoI	SSB-PriA inh	PfHsp40 rescue	TcdB inh
1	-14	3	12	2.2	0.2
2	x	-3	0	-1.6	1.8
3	25	-4	1	x	3.0
4	31	-2	-13	0.5	0.1
5	10	11	5	1.5	0.1
6	34	1	-8	1.2	-0.1
7	44	-7	5	-2.5	0.2
8	3	0	12	-1.7	-1.2
9	x	-2	x	x	1.2
10	27	4	-3	-0.8	1.3
11	-20	-1	-7	1.6	0.2
12	x	7	3	0.9	-1.2

Next compounds.
No.	Molecule	BH1578 lux ind	SARS 3CLpro inh	Anthrax LF inh2	BoNT A protease	CCHFV vOTU inh
13	COc1ccc(/C=C2\CCc3ccccc3C2=O)cc1O	-0.5	-1	0	-0.7	19
14	O=C(COc1ccc(F)cc1)NCC1(N2CCCCC2)CCCCC1	i	x	-4	-1.2	-1
15	CC(OC(=O)c1ccc(Cl)c([N+](=O)[O-])c1)C(=O)N1CCN(Cc2ccccc2)CC1 (stereo unspecified)	-7.1	x	-5	-1.4	2
16	Cc1cccc2sc(N(CCCN(C)C)C(=O)c3cc4ccccc4oc3=O)nc12	-0.4	0	-4	0.7	1
17	O=C(O)c1ccc(Nc2ccc(Cl)c(Cl)c2)c([N+](=O)[O-])c1	-5.6	1	4	-0.6	6
18	COCCNC(=O)c1cn(C)c2ccccc2c1=O	i	5	2	0.3	-4
19	C#CCOCCOCCOCCNc1nc(N2CCN(C(=O)CCCCCCCCCCNC(=O)[C@@H](CCSC)n3cc(CCO)nn3)CC2)nc(N2CCN(C(=O)CCCCCCCCCCNC(=O)[C@@H]([C@H](C)O)n3cc(C)nn3)CC2)n1	i	x	-8	-0.4	2
20	O=C(NCC1CCCO1)c1onc(CSc2cccc(Cl)c2)c1C(=O)O (stereo unspecified)	0.3	0	2	-0.3	9
21	O=C(NCC1CCCN1S(=O)(=O)c1cccs1)c1ccc(F)c(F)c1 (stereo unspecified)	1.4	x	3	0.4	-6
22	O=C(COC(=O)c1ccc(S(=O)(=O)N2CCCC2)cc1)Nc1ccccc1Cl	-0.6	x	0	-0.3	-2
23	Cc1nc2ccc(S(=O)(=O)NCC(=O)N3CCc4ccccc43)cc2s1	-0.2	3	-2	-0.2	10
24	CCOc1ccc(N(C(=O)c2snc(C(N)=O)c2N)C(C(=O)NC2CCCC2)C(C)C)cc1 (stereo unspecified)	0.2	-1	1	0.1	4

No.	VHR inh abs	Y pestis TopoI	SSB-PriA inh	PfHsp40 rescue	TcdB inh
13	12	19	6	3.4	-0.7
14	x	-2	2	0.1	0.4
15	x	19	20	0.5	1.2
16	13	-6	17	-1.2	x
17	9	4	10	0.8	1.4
18	16	3	-7	-1.4	0.0
19	x	8	2	-1.2	1.4
20	25	2	-11	-1.3	-0.8
21	x	1	-3&-8	-1.0	0.7
22	x	11	x	x	-1.3
23	18	-6	-22	20	x
24	22	2	-13	-0.2	0.8

Next section:
No.	Molecule	BH1578 lux ind	SARS 3CLpro inh	Anthrax LF inh2	BoNT A protease	CCHFV vOTU inh
25	NNC(=O)c1nc[nH]c1C(=O)Nc1ccccc1[N+](=O)[O-]	-0.4	4	4	0.1	7
26	O=C(Nc1cccc(Cl)c1Cl)C1CC(=O)N(c2ccc(Br)cc2)C1 (stereo unspecified)	i	-4	1	1.3	-2
27	O=C(CNS(=O)(=O)c1ccccc1)N1CCN(c2ccccc2)CC1	-6.2	7	-6	0.0	0
28	Cc1nnc(NC(=O)CCN2C(=O)/C(=C\c3ccccc3)SC2=S)s1	0.4	0	2	-0.6	1
29	CC1(C)CSC(Nc2ccc(F)c(Cl)c2)=N1	i	0	3	0.4	7
30	O=C(O)CCCCCCCCc1cn(Cc2ccc(C(=O)c3ccccc3)cc2)nn1	1.3	1	2	0.1	-3
31	O=c1c(-c2ccccc2)c(O)nc(SCCN2CCOCC2)n1-c1ccccc1	-3.6	2	1	0.3	3
32	CCOC(=O)c1sc(NC(=O)CCc2ccccc2)nc1C	0.3	2	-5	-0.9	-6
33	O=[N+]([O-])c1cccnc1N1CCC(c2cc(-c3ccc(Cl)cc3Cl)n[nH]2)CC1	i	-1	-3	-1.6	13
34	COC(=O)c1sc(NC(=O)COc2ccccc2C)nc1C	i	0	-2	0.2	3
35	N#Cc1c2n(c(=O)[nH]c1=O)CCCCC2	-0.6	-1	-1	-0.4	-14
36	Cc1ccn2cc(-c3cccc(S(=O)(=O)N4CC(C)OC(C)C4)c3)nc2c1 (stereo unspecified)	i	-7	-3	3.3	8

No.	VHR inh abs	Y pestis TopoI	SSB-PriA inh	PfHsp40 rescue	TcdB inh
25	1	-1	-1	x	1.0
26	4	7	-2	3.5	x
27	-4	-4	11	-0.1	1.0
28	38	1	-4	0.6	1.1
29	19	7	-19	-0.1	x
30	5	9	1	4.0	-0.3
31	39	0	-2	-1.4	x
32	13	-4	-5	-0.1	1.7
33	6	3	-24	0.9	x
34	12	-1	-17	0.4	1.0
35	13	-2	-2	-1.6	x
36	5	-6	3	1.0	1.0

Numbers 26 through 31 of the list above:
No.	Molecule	BH1578 lux ind	SARS 3CLpro inh	Anthrax LF inh2	BoNT A protease	CCHFV vOTU inh
26	O=C(Nc1cccc(Cl)c1Cl)C1CC(=O)N(c2ccc(Br)cc2)C1 (stereo unspecified)	i	-4	1	1.3	-2
27	O=C(CNS(=O)(=O)c1ccccc1)N1CCN(c2ccccc2)CC1	-6.2	7	-6	0.0	0
28	Cc1nnc(NC(=O)CCN2C(=O)/C(=C\c3ccccc3)SC2=S)s1	0.4	0	2	-0.6	1
29	CC1(C)CSC(Nc2ccc(F)c(Cl)c2)=N1	i	0	3	0.4	7
30	O=C(O)CCCCCCCCc1cn(Cc2ccc(C(=O)c3ccccc3)cc2)nn1	1.3	1	2	0.1	-3
31	O=c1c(-c2ccccc2)c(O)nc(SCCN2CCOCC2)n1-c1ccccc1	-3.6	2	1	0.3	3

No.	VHR inh abs	Y pestis TopoI	SSB-PriA inh	PfHsp40 rescue	TcdB inh
26	4	7	-2	3.5	x
27	-4	-4	11	-0.1	1.0
28	38	1	-4	0.6	1.1
29	19	7	-19	-0.1	x
30	5	9	1	4.0	-0.3
31	39	0	-2	-1.4	x

Further entries follow.
No.	Molecule	BH1578 lux ind	SARS 3CLpro inh	Anthrax LF inh2	BoNT A protease	CCHFV vOTU inh
37	Cc1cc(N2CCN(C(=O)Nc3ccccc3C#N)CC2)c2ccccc2n1	-0.8	-2	x	x	4
38	O=S(=O)(c1cccc(C(F)(F)F)c1)N1CCN(c2nnnn2-c2ccccc2)CC1	i	4	1	-0.5	5
39	CCCNC(=O)C1Cc2cc(S(=O)(=O)N3CCCC3)ccc2N1C(C)=O (stereo unspecified)	-0.3	-2	1	0.2	17
40	Cc1cc(C)c(-n2c(SCC(=O)N3CCOCC3)n[nH]c2=O)c(C)c1	-0.5	3	2	-1.8	-6
41	Cn1c(=NC(=O)c2ccco2)sc2ccccc21	-0.6	0	-1	-0.3	18
42	CN1CCN(C(=O)CCn2c(=S)[nH]c3ccccc3c2=O)CC1	i	x	-8	-0.2	-5
43	COc1ccc(CCC(C)NC(=O)CCc2ccccc2)c(OC)c1 (stereo unspecified)	i	2	1	0.0	-2
44	CCOc1ccc(S(=O)(=O)Nc2cccc(C(=O)NCC(c3ccccc3)N(C)C)c2)cc1 (stereo unspecified)	-1.2	x	-4	3.1	5
45	O=C(NCC(=O)N1CCN(Cc2c(F)cccc2Cl)CC1)c1cccc(Cl)c1	-5.6	x	-7	-22	5
46	O=c1[nH]c2ccccc2[nH]c1=O	-0.5	-3	-4	0.3	-2
47	COc1cccc2cc(C(=O)CC3(O)C(=O)N(Cc4ccccc4)c4ccccc43)c(=O)oc12 (stereo unspecified)	-5.9	8	-3	0.2	-8
48	C#CCCOC(=O)N1C2=NC(C(=O)OC)=C(C(=O)OC)[C@@H]3N(CC=C)c4ccccc4[C@]23C[C@H]1C(=O)OC	i	x	-4	-0.3	-1
49	COc1ccc(CCNC(=O)C(=O)NCC2OCCN2S(=O)(=O)c2ccc(OC)c(C)c2)cc1 (stereo unspecified)	-0.4	8	-1	0.0	0

No.	VHR inh abs	Y pestis TopoI	SSB-PriA inh	PfHsp40 rescue	TcdB inh
37	8	5	-13	-1.4	0.6
38	-2	-4	-4	0.5	x
39	10	-1	7	-1.4	0.3
40	16	1	-11	0.1	5.4
41	20	13	-8	-0.5	2.9
42	x	0	x	x	0.7
43	-2	23	-16	-0.2	0.1
44	x	-10	-7	0.3	-0.3
45	x	1	-1	1.2	0.4
46	21	5	5	1.0	0.6
47	16	14	-1	1.2	x
48	19	5	-1	18	1.4
49	25	24	-2	0.2	0.2

An excerpt, so the mix of outcomes need not match the whole.
